Lipid storage S3: qHTS Assay for Lipid Storage Modulators in Drosophila S3 Cells | Drosophila S3 cells, BODIPY lipid droplet fluorescence, 18-24 h; cells fed with added oleic acid | lipid storage change, negative = inhibition, % at the top dose, mostly 46.1 µM; hits show Potency in µM | 0.64% of 320,000 active; active means well fitted inhibition curve with a large enough effect in the signal ratio, with a control signal flat, not every such curve was filed as active; inconclusive means small, poorly fitted or top-dose-only effect, or effect the other way, or a change in a side signal; the % refers to the signal ratio
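Drosophila S3 cells loaded with oleic acid (400 uM, as added) and compounds at several concentrations; lipid droplets imaged by 488-nm laser-scanning cytometry, 500–530 nm intensity and object ratio to cell channel. Percent activity normalized to 20 uM Triacsin C.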
Lipid storage S3 cell count max: further read-out of Lipid storage S3, marked with its call; cell number change, %; measured here: cell count max response;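 cells counted by Cell Tracker Red CMTPX staining in the red channel; peak over a dose series mostly up to 46.1 µM; percent activity relative to internal control wells on each plate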
An asterisk follows results filed as active; i = inactive; ? = inconclusive; / = no result given; [ ] = dose if it differs, or a comment. On the % scale 0 is the no-effect control and ±100 the full control effect; potency means the concentration at half of the fitted maximal effect. Only part of the results is shown, so the mix of outcomes need not match the whole.

SMILES	Lipid storage S3	Lipid storage S3 cell count max
COC(=O)/C=C/S(=O)(=O)c1ccc(NC(C)=O)cc1	?	/
CCC(=O)Nc1c(C(=O)Nc2ccc3c(c2)OCCO3)oc2ccccc12	?	/
COc1ccc(N(CC(=O)NCCC2=CCCCC2)S(=O)(=O)c2ccc(C)cc2)cc1OC	-5.2%	-0.7
Oc1ccc(Br)cc1/C=N/NC(=S)NCCc1ccccc1	?	/
S=C(NCCc1ccccc1)NC1CC1	?	/
COc1ccc(N/C=C\C(=O)c2ccc(C)cc2)cc1OC	?	/
O=C(Nc1nnc(SCc2ccccc2)s1)c1cccs1	i	/
O=C(CSc1nnc(-c2ccccc2F)n1C1CC1)NC(=O)c1cccc([N+](=O)[O-])c1	19.8%	10.3
CC(NC(=S)NC1CCCCC1)c1ccc(C(C)(C)C)cc1 (stereo not given)	?	/
CC(C)Cn1c(-c2ccco2)csc1=Nc1cccnc1	?	/
Cc1cccc(-n2nc([N+](=O)[O-])c(=NC3CCN(Cc4ccccc4)CC3)n2O)c1	0.8%	11.4
COc1ccc(Cn2c(C3CCCCC3)nc3c(c(=O)c4ccccc4n3C)c2=O)cc1	0.3%	-1.2
COc1cc(-n2nc(C)c3c2OC(N)=C(C#N)C3c2ccccc2)c(Cl)c(Br)c1O (stereo not given)	i	-5.5
COc1ccc(NC(=O)CN(C)S(=O)(=O)c2ccccc2)cc1	?	/
O=C(CN1CCN(c2ccccc2)CC1)c1ccc2cc[nH]c2c1	-11.6%	-21.5
COc1ccc(-c2csc(NC(=O)c3ccc(S(=O)(=O)N4CCc5ccccc5C4)cc3)n2)c(OC)c1	?	/
Cc1occc1C(=O)Nc1ccc(S(N)(=O)=O)cc1	?	/
O=C(Cc1ccc(F)cc1)NCCc1ccccc1	i	/
O=C(COC(=O)C1CC2CCCC(C1)C2=O)NC(=O)c1ccc(OC(F)F)cc1 (stereo not given)	?	/
Cc1cccc(C)c1C(=O)N[C@@H](Cc1ccccc1)C(=O)O	-13.0%	-4.6
O=C(COc1ccccc1)OCc1cc2ccccc2[nH]c1=O	?	/
Cc1ccccc1N(CC(=O)Nc1ccccc1C(=O)NCc1ccco1)S(=O)(=O)c1ccccc1	-5.8%	-3.8
CCC(C)(C)NC(=O)C(c1ccc(OC)cc1)N(C(=O)CCC(=O)Nc1cc(C)on1)c1cccc(OC)c1 (stereo not given)	?	/
CN(C)/C=C1\C(=O)N(c2ccc(F)cc2F)C(c2cccnc2)S1(=O)=O (stereo not given)	12.7%	-5.6
COc1ccc(CCN2CC(C(=O)Nc3cc(S(C)(=O)=O)ccc3Cl)CC2=O)cc1OC (stereo not given)	10.8%[0.0737 µM]	13.5
(list continues)
SMILES	Lipid storage S3	Lipid storage S3 cell count max
O=C(O)c1nn2c(C(F)(F)F)cc(-c3cccs3)nc2c1Cl	?	/
Cc1cccc(-n2c(CCCN3C(=O)c4ccccc4C3=O)nc3ccccc3c2=O)n1	i	0.8
Cc1nc2ccccc2nc1N1CCC(C)CC1	?	/
COc1ccc(C=O)cc1COc1ccc(F)cc1F	?	/
O=C(NCC(=O)N1CCCCCCC1)c1ccccc1Cl	?	/
CCOC(=O)C1=C(CSc2nc3ccccc3s2)NC(=O)NC1c1cccc([N+](=O)[O-])c1 (stereo not given)	-27.6%	1.1
CCOC(=O)CSC(CC)C(=O)Nc1nnc(C(C)C)s1 (stereo not given)	4.4%	10.0
CCN(Cc1ccccc1)C(=O)CSc1nc(C)cc2c1C(=O)OC2	0.4%	4.3
CC(C)CCN1CN(S(=O)(=O)c2cccs2)c2nc3ccccc3nc21	?	/
Cc1ccc(NC(=O)NCCN2CCN(C(=O)Nc3ccc(C)cc3)CC2)cc1	?	/
O=C(c1ccco1)N1CCN(C(=O)c2ccccc2OCc2ccc(Cl)cc2)CC1	?	/
COc1ccc(O)c(C(=O)c2cc(SCC(=O)O)c3nc4sc5c(c4c(=O)n3c2)CCCC5)c1	-16.0%	-2.6
Cc1ccc(S(=O)(=O)N2CCCC2C(=O)Nc2nc3c(s2)CCCC3)cc1 (stereo not given)	?	/
Cc1ccc(OCC(=O)NCCNC(=O)c2ccco2)cc1C	i	24.8
CCOc1ccc(OCC)c(NC(=O)CSc2nc3c(c(=O)n(C)c(=O)n3C)n2C(C)C)c1	i	/
CN(CCC(=O)Nc1ccc(Br)cc1)Cc1ccccc1	?	/
Cn1c(SCC(=O)N=Nc2c(O)[nH]c3ccccc23)nc2ccccc21	10.2%	2.1
O=C(Nc1cccc(OC(=O)c2ccco2)c1)c1ccco1	7.8%	-13.8
Cc1ccc(NC(=S)N2CCCC(O)C2)cc1 (stereo not given)	?	/
CC(=O)Nc1cc2c(cc1C(=O)c1ccccc1)OCCO2	22.1%	28.2
Cc1nc(S(=O)(=O)Cc2ccccc2)nc2c1CCC2	?	/
Cc1cccc(C)c1OCc1n[nH]c(=S)o1	0.0%	5.6
Nc1ccn(-c2ncc(C(F)(F)F)cc2Cl)c(=O)n1	?	/
O=C(N/N=C/c1cc([N+](=O)[O-])ccc1O)c1ccc2c(c1)OCCO2	?	/
CCn1nc([N+](=O)[O-])c(C(C#N)c2nc3ccccc3n2C)c(Cl)c1=O (stereo not given)	?	/
(next part)
SMILES	Lipid storage S3	Lipid storage S3 cell count max
Cc1ccc(C)c(NC(=O)CN(C)C(=O)COc2ncnc3sccc23)c1	-2.1%	3.1
COC(=O)C1=C(Nc2ccccc2NS(=O)(=O)c2ccc(C(F)(F)F)cc2Cl)CSC1	-5.1%	/
CCOC(=O)C(CC)n1cnc2c(nnn2-c2ccc(C)cc2)c1=O (stereo not given)	?	/
COc1cc(C(=O)Nc2nnc(C(F)(F)F)s2)c([N+](=O)[O-])cc1OC	?	/
O=C(CCc1nc2ccccc2c(=O)[nH]1)Nc1cccc(S(=O)(=O)N2CCOCC2)c1	5.0%	13.1
Cc1cccn2c(=O)nc(SCC(=O)N3N=C(c4cccs4)CC3c3ccc(F)cc3)nc12 (stereo not given)	?	/
Cc1cccc(NC(=O)c2ccc3nccnc3c2)n1	?	/
COc1ccc(C(=O)N(C)Cc2cnn(Cc3ccccc3)c2)cc1S(=O)(=O)N1CCOCC1	?	/
CN(C(=O)c1ccncc1)c1ccccc1	-2.3%	-17.5
Cc1cccc(C(=O)N[C@H](C(=O)OCc2cc(=O)n3c(n2)sc2ccccc23)C(C)C)c1	?	/
CCN(CC)CCCNC(=O)c1cn(C)c2ccc(S(=O)(=O)N(C)C)cc2c1=O	i	/
O=C(CCNS(=O)(=O)c1ccc(Cl)cc1)Nc1ccncc1	?	/
COc1cc(CCC(=O)Nc2cccc(C(F)(F)F)c2)cc(OC)c1OC	0.3%	-10.5
C/C(=N/NC(=O)CNC(=O)c1ccccn1)c1ccccc1	?	/
CCOC(=O)N1CCC2(CC1)C(C#N)=C(N)Oc1c2c(C)nn1-c1cccc(Cl)c1	?	/
O=C(c1ccco1)N1CCN(c2ncnc3scc(-c4ccc(F)cc4)c23)CC1	3.4%	-20.1
Cc1ccc(CN(Cc2ccccc2)C(=S)NCC(=O)NCc2cccnc2)o1	20.5%	/
CCN(CC(=O)Nc1ccc2c(c1)OCCO2)c1nc(-c2cccnc2)nc2ccccc12	?	/
O=C(/C=C/c1ccc([N+](=O)[O-])cc1)NCc1cccnc1	?	/
C=CCN1CC(O)=C(c2ccccc2)C1=N	i	14.3
COc1ccc(CN2CCN(c3ccccc3OC)CC2)c(OC)c1	20.7%	6.6
CCOC(=O)CSC(CC)C(=O)Nc1nnc(CC)s1 (stereo not given)	?	/
O=c1c(-c2ccco2)[n+]([O-])c2ccccc2n1OCc1ccccc1F	?	/
c1ccc(-c2cn3c(n2)CCc2ccc4cccnc4c2-3)cc1	?	/
Cc1ccc(-n2ncc3c(NCc4ccco4)ncnc32)c(C)c1	?	/

Some of the entries so far, with two lines to a compound:
Fields – Lipid storage S3 | Lipid storage S3 cell count max
- Cc1ccc(-n2ncc3c(NCc4ccco4)ncnc32)c(C)c1
 : ? | /
- COc1cc(C(=O)Nc2nnc(C(F)(F)F)s2)c([N+](=O)[O-])cc1OC
 : ? | /
- CCN(CC(=O)Nc1ccc2c(c1)OCCO2)c1nc(-c2cccnc2)nc2ccccc12
 : ? | /

Continuation:
SMILES	Lipid storage S3	Lipid storage S3 cell count max
CN1CCN(C(=S)NC(=O)/C=C/c2cccs2)CC1	9.5%	19.2
Cc1ccc(C2(C)NC(=O)N(CC(=O)NC(=O)NC(C)(C)C)C2=O)cc1 (stereo not given)	i	9.5
O=C(CSc1ncnc2sc3c(c12)CCC3)N1CCOCC1	i	13.0
Cc1cc(C)nc(NS(=O)(=O)c2ccc(NC(=S)NC(=O)CC(C)C)cc2)n1	-5.0%	-3.8
CN1CCN(S(=O)(=O)c2cccc(C(=O)Nc3ccccc3N3CCCC3)c2)CC1	-27.5%	9.7
COc1cccc(N(CC(=O)NCCSc2ccccn2)S(=O)(=O)c2ccccc2)c1	?	/
Cc1nn(Cc2ccccc2)c(C)c1C(=O)NCC(c1cccs1)N1CCOCC1 (stereo not given)	20.6%	16.7
Cc1cc(-c2nnco2)c(C)n1-c1ccccc1	i	4.0
Cc1cc2cc(CNC(=O)c3ccc4c(c3)OCO4)ccc2n1C	?	/
O=C(c1ccccc1)c1cnc(-c2ccccc2)s1	?	/
CC(C)Cn1c(N)c(C(=O)COC(=O)C2CC(=O)N(Cc3ccccc3Cl)C2)c(=O)n(C)c1=O (stereo not given)	?	/
CCOC(=O)c1ccc(S(=O)(=O)N2CCN(C(=O)C3CSC4(C)CCC(=O)N34)CC2)cc1 (stereo not given)	?	/
Cn1cc(-c2nc3ccccc3[nH]2)c2ccccc21	?	/
CCc1nc(N)c(C#N)c(-c2ccc(F)cc2)c1C	-8.4%	-9.4
Cc1cccc(Nc2nnc(SCC(=O)c3c(N)n(C4CC4)c(=O)[nH]c3=O)s2)c1	-2.3%	-17.7
O=C(Cc1ccccc1F)NCC(=O)Nc1ccccc1Br	?	/
O=C(CNC(=O)c1ccco1)Nc1ccc(F)c(Cl)c1	i	15.7
CCNc1nc(Oc2ccc(=O)n(C)n2)nc(N2CCOCC2)n1	?	/
CCOc1ccccc1Nc1nc(-c2sc(NC(=O)c3ccc([N+](=O)[O-])cc3)nc2C)cs1	-10.8%	-0.3
CC(C)Cc1n[nH]c(=O)[nH]1	?	/
CSc1nc(N(C)NC(=O)c2ccc(F)cc2)c2ccccc2n1	?	/
O=C(NCCS(=O)(=O)NCCc1ccccc1)c1ccc2c(c1)OCO2	?	/
O=c1cc(-c2ccccc2)nc2nc(-c3ccccc3)[nH]n12	?	/
Cc1csc(NC(=O)CSc2ccc(-c3ccc(F)cc3)nn2)n1	?	/
Cn1nc(C(F)(F)F)c(C(=O)Nc2ccc(F)cc2F)c1Oc1cccc(Cl)c1	i	9.8

An excerpt of these results, as comma-separated lines:
Structure,Lipid storage S3,Lipid storage S3 cell count max
Cc1cc(-c2nnco2)c(C)n1-c1ccccc1,i,4.0
Cc1cc2cc(CNC(=O)c3ccc4c(c3)OCO4)ccc2n1C,?,/
O=C(c1ccccc1)c1cnc(-c2ccccc2)s1,?,/
CC(C)Cn1c(N)c(C(=O)COC(=O)C2CC(=O)N(Cc3ccccc3Cl)C2)c(=O)n(C)c1=O (stereo not given),?,/
CCOC(=O)c1ccc(S(=O)(=O)N2CCN(C(=O)C3CSC4(C)CCC(=O)N34)CC2)cc1 (stereo not given),?,/
Cn1cc(-c2nc3ccccc3[nH]2)c2ccccc21,?,/

Remaining list, next part:
SMILES	Lipid storage S3	Lipid storage S3 cell count max
COc1ccc(CCNC(=O)CN(c2ccc(OC)c(OC)c2)S(=O)(=O)c2ccc(C)cc2)cc1	?	/
CSc1ccc(C#N)cc1NC(=O)c1cccc(Cl)c1	-3.2%	1.3
O=C(CSc1nnc(CCCO)n1-c1ccccc1)Nc1nccs1	?	/
O=C(CN(CC1CCCO1)S(=O)(=O)c1ccc(S(=O)(=O)NCC2CCCO2)cc1)Nc1ccccc1 (stereo not given)	?	/
COc1ccc(/C(C)=N/NC(=O)c2ccncc2)cc1[N+](=O)[O-]	?	/
O=C(NNS(=O)(=O)c1ccccc1F)c1cc(-c2ccccc2)n[nH]1	2.0%	-8.1
N#Cc1cccnc1N1CCN(C(=O)c2cccs2)CC1	6.1%	-11.3
COc1cc2c(cc1OC)C(CCc1ccccc1)=NCC2	1.5%	21.0
COc1ccccc1N1CC(C(=O)Nc2nnc(SCC(=O)N3CCOCC3)s2)CC1=O (stereo not given)	?	/
Cc1cc(C(=O)N/N=C/c2ccc3c(c2)OCO3)c2ccccc2n1	15.0%	2.6
C/C=C/c1ccc(OCCCNC2CCCC2)c(OC)c1	?	/
O=C(CSc1c(F)c(F)cc(F)c1F)Nc1ccc(C2SCCS2)cc1	9.8%	17.4
O=C(/C=C/c1cccc(Cl)c1)NCCN1CCOCC1	?	/
CCN(CC)S(=O)(=O)c1cccc(NC(=O)CNC2CCCCCC2)c1	?	/
Fc1ccc(-c2nc3cnccn3c2NC2CCCC2)cc1	5.9%	1.8
Cc1ccc(NC(=O)c2cc(N3C(=O)C=CC3=O)ccc2N2CCOCC2)cc1	?	/
O=C1CCCC(O)=C1N=Nc1c(Cl)cc(C(F)(F)F)cc1Cl	?	/
COc1ccc(C2CC(=O)N(CC(=O)NCC3CCCO3)c3ccccc3S2)cc1OC (stereo not given)	-3.7%	/
CC(OC(=O)CCCN=C1NS(=O)(=O)c2ccccc21)C(=O)Nc1ccccc1F (stereo not given)	?	/
Cc1ccc(SCC(=O)NC(=O)NCc2ccco2)cc1C	17.3%	-9.5
CC[C@H](C)/C=C(C)/C=C/C1=CC2=CC(=O)[C@]3(C)OC(=O)[C@@H](C(C)=O)[C@@H]3C2=CO1	?	/
